DAX1 inh-1: NR0B1 (DAX1) inhibition; P51843; HEK293 Gal4-DAX1 luciferase reporter, luminescence; inhibition, % at 6.75 µM; 0.99% of 340,000 active; AID 504766;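 active = inhibition above the mean over all tested compounds plus 3 SD, cut at about 4.2% in these data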;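 also: 0% = DAX1-transfected cells with DMSO and 100% = empty-vector control cells with DMSO; inhibition shows as a rise in luminescence from relieved DAX1 repression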
hgDAF-12 ag: hgDAF-12 agonism, primary luciferase screen; 1.8% of 370,000 active; HEK293 GAL4-hgDAF12 UAS-luciferase reporter, agonist luminescence; normalized to butyrate control; activation, % at 6.8 µM;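 active = activation above a cutoff set at the mean of all screened compounds plus 3 SD, cut at about 10% in these data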;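 also: 0% = DMSO wells and 100% = sodium butyrate wells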
ssDAF12 agonist: activators of S. stercoralis DAF-12 nuclear receptor; HEK293 ssDAF-12/GRIP1 lit1-tk-luc reporter, luminescence; % of 3 µM dafachronic acid response; activation, % at 6.8 µM; 1% of 370,000 active;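 active = activation above the mean over all tested compounds plus 3 SD, cut at about 0.9% in these data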;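 also: 0% = DMSO-only wells and 100% = 3 µM delta7-dafachronic acid wells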
PG9 binder: PG9 antibody binding by small molecule | TR-FRET gp120-PG9 antibody binding | inhibition, % at 6.7 µM | 0.43% of 360,000 active; in the data active = inhibition above about 8.5%
SMARCA2 activ: activators of SMARCA2 function | activation, % at 9.1 µM | AID 652017 | MG213 cells, MMTV-luciferase reporter, dexamethasone, overnight | 1% of 370,000 active; in the data active = activation above about 7.8%;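 also: 0% = vehicle wells and 100% = reference activator wells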
DAX1 inh-2: inhibitors of DAX1 repression of SF-1 activated StAR promoter. HEK293T StAR-luciferase reporter, SF-1/DAX-1 repression relief. inhibition, % at 6.8 µM. 1.1% of 370,000 active. AID 652010;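 active = inhibition above the mean over all tested compounds plus 3 SD, cut at about 3.6% in these data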;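 also: 0% = DAX-1 cells with DMSO and 100% = cells lacking DAX-1 with DMSO; higher inhibition means more luminescence from relief of DAX-1 repression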
ADAM10 inh: ADAM10 inhibition, QFRET primary screen; recombinant ADAM10, EDANS/DABCYL FRET peptide cleavage, 3 h; O14672; 0.62% of 370,000 active; inhibition, % at 7 µM;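 active = inhibition above a per-campaign cutoff equal to the mean of compounds falling between control-based bounds plus 3 SD, cut at about 20% in these data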;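 also: 0% = DMSO wells while the 100% control is not disclosed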
GC-A act: GC-A (human) enzyme activation; P16066; HEK293 GC-A cells, cGMP TR-FRET, EC30 ANP; 0% at EC30 ANP, 100% saturating ANP; activation, % at 10 µM; 0.14% of 370,000 active; AID 1671463; in the data active = activation above about 40%
Target sequence (P16066 whole entry, looked up): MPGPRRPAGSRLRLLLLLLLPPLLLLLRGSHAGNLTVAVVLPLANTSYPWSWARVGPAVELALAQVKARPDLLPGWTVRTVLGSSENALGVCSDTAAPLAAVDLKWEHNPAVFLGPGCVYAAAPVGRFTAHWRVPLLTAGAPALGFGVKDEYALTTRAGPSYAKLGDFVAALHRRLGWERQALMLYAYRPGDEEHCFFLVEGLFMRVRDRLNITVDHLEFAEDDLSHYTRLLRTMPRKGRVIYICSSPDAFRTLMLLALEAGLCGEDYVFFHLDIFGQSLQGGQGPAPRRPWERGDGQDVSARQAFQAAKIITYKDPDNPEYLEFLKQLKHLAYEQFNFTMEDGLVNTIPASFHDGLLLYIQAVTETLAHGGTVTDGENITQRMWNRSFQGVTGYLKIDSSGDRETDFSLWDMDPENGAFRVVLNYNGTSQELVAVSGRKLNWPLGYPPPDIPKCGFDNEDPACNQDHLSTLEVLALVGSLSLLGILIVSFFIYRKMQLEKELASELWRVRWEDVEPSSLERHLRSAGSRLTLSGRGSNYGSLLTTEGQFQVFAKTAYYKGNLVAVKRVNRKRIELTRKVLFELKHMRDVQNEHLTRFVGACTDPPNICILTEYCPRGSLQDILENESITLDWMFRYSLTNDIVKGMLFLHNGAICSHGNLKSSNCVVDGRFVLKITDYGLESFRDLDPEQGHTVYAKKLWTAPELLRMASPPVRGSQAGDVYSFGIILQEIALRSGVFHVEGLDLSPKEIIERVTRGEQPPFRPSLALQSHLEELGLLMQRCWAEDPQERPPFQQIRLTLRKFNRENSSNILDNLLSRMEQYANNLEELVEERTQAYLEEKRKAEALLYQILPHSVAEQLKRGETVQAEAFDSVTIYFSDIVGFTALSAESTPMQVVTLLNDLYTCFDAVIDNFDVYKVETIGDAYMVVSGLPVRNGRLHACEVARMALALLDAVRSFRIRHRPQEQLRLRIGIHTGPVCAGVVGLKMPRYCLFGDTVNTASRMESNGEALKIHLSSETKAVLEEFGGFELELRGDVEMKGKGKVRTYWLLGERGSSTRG
hcDAF-12 act: activators of H. contortus DAF-12 nuclear receptor; 1.4% of 370,000 active; HEK293 hcDAF-12 lit1-tk-luc reporter, luminescence; 0% DMSO, 100% Δ7-dafachronic acid; activation, % at 6.8 µM;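 active = activation above the mean of all tested compounds plus 3 SD, cut at about 5.5% in these data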;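 also: 100% = response to 3 µM Δ7-dafachronic acid high control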
ADAM17 inh: inhibits human ADAM17. P78536. recombinant ADAM17, EDANS/DABCYL FRET peptide cleavage. inhibition, % at 6.95 µM. 0.83% of 370,000 active;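 active = inhibition above the mean of compounds lying between control limits plus 3 SD, set per campaign, cut at about 8.5% in these data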;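 also: 0% = DMSO-only wells as the low control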
FXN GAA850 act: frataxin GAA850 promoter activation. HEK293 lucGAA850 FXN promoter luciferase reporter, 24 h; percent of 10 µM SAHA response. activation, % at 6 µM. 0.56% of 360,000 active. AID 540364;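 active = activation above the average of all compounds screened plus 3 SD, cutoff fixed separately per campaign, cut at about 7.5% in these data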;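 also: 0% = DMSO wells and 100% = 10 µM SAHA wells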
* marks the source's active call; other numbers are inactive results; . = no result given.

SMILES	DAX1 inh-1	hgDAF-12 ag	ssDAF12 agonist	PG9 binder	SMARCA2 activ	DAX1 inh-2	ADAM10 inh	GC-A act	hcDAF-12 act	ADAM17 inh	FXN GAA850 act
CC(C)(C)NC(=O)C1Cc2ccccc2CN1C(=O)Nc1ccccc1Cl (stereo not given)	-0.5	-1.0	-1.3	1.3	-1	0.0	2	-2	-1.4	-6	-1.9
N#CCCC(CCC#N)(CCC#N)c1cc[n+](CCc2ccccn2)cc1	2.3	0.6	-1.2	-1.0	-1	0.4	-1	-1	0.5	-3	0.9
O=C(Nc1ccc(Oc2ccccc2)cc1)C1CCN(c2c3c(nc4ncnn24)CCC3)CC1	-2.7	-3.0	-1.6	-0.4	-1	-1.4	8	-3	-3.5	-2	-3.0
CC(C)c1ccc(S(=O)(=O)NCc2ccc3c(c2)OCO3)cc1	-0.4	-0.7	-1.5	1.1	0	0.4	2	5	-1.0	2	0.7
Cc1ccc2cc(C=O)c(N(C)C)nc2c1	-0.8	0.0	-0.1	0.6	-1	-0.6	-139	0	1.1	-38	4.7
COc1cccc(NC(=O)C2(C)CCN2C(=O)CC2CCCC2)c1 (stereo not given)	.	0.7	-0.5	1.4	1	-0.9	0	2	-1.5	-1	0.8
NS(=O)(=O)c1ccc(NC(=O)CN2CCCC2)cc1	1.4	4.4	-1.7	1.4	2	0.3	0	0	-0.1	5	2.9
COCCCNC(=O)C[C@H]1C[C@@]2(C(=O)OC)C(=C[C@H](C(C)(C)C)O[C@@H]2C)N(Cc2ccc(Cl)cc2Cl)C1=O	.	-0.8	-0.3	.	-4	0.0	9	-17	0.1	3	.
O=C(c1ccco1)N1CCN(C2CN(Cc3cn(Cc4ccccc4C(F)(F)F)nn3)S(=O)(=O)C2)CC1 (stereo not given)	.	-0.6	-1.5	0.9	-1	0.6	-14	5	-1.0	-5	.
N#Cc1ccc(Nc2nc(-c3ccccc3)c(C(=O)c3ccccc3)s2)cc1	.	1.9	-1.1	-1.5	-4	-0.7	-22	3	0.8	4	.
O=C(N=C1SC2CS(=O)(=O)CC2N1Cc1ccccc1Cl)C1CC1 (stereo not given)	0.5	1.9	-1.3	2.7	2	0.3	-4	-9	1.4	-3	0.0
CC(=NNC(=O)c1ccncc1)c1cccc(Cl)c1	1.6	0.2	-1.4	1.5	-1	0.5	-11	3	-2.6	-4	2.2
COc1ccc(C(=O)N/N=C/C(=O)c2ccccc2)cc1	1.1	7.5	-0.9	-1.8	3	2.5	2	0	3.3	-4	3.7
CC(C)C[C@@H]1COc2cc(N3CCCC3)ccc2S(=O)(=O)N1C	.	-1.5	-1.5	.	0	-1.0	5	2	-0.8	1	.
COc1ccccc1NC(=O)c1ccc(SCC(=O)NCc2ccccc2Cl)c([N+](=O)[O-])c1	3.1	-2.6	-1.5	1.1	-2	-0.3	4	-6	-1.5	-6	0.2

Overlap with the part before: six entries, followed by the next part.
SMILES	DAX1 inh-1	hgDAF-12 ag	ssDAF12 agonist	PG9 binder	SMARCA2 activ	DAX1 inh-2	ADAM10 inh	GC-A act	hcDAF-12 act	ADAM17 inh	FXN GAA850 act
N#Cc1ccc(Nc2nc(-c3ccccc3)c(C(=O)c3ccccc3)s2)cc1	.	1.9	-1.1	-1.5	-4	-0.7	-22	3	0.8	4	.
O=C(N=C1SC2CS(=O)(=O)CC2N1Cc1ccccc1Cl)C1CC1 (stereo not given)	0.5	1.9	-1.3	2.7	2	0.3	-4	-9	1.4	-3	0.0
CC(=NNC(=O)c1ccncc1)c1cccc(Cl)c1	1.6	0.2	-1.4	1.5	-1	0.5	-11	3	-2.6	-4	2.2
COc1ccc(C(=O)N/N=C/C(=O)c2ccccc2)cc1	1.1	7.5	-0.9	-1.8	3	2.5	2	0	3.3	-4	3.7
CC(C)C[C@@H]1COc2cc(N3CCCC3)ccc2S(=O)(=O)N1C	.	-1.5	-1.5	.	0	-1.0	5	2	-0.8	1	.
COc1ccccc1NC(=O)c1ccc(SCC(=O)NCc2ccccc2Cl)c([N+](=O)[O-])c1	3.1	-2.6	-1.5	1.1	-2	-0.3	4	-6	-1.5	-6	0.2
CC1CCN(C(=O)COC(=O)c2c[nH]c3ccccc23)CC1	0.8	3.9	0.8	-0.1	1	2.8	-1	3	1.5	-3	2.2
CC(C)OC(=O)c1ccc(NC(=O)CSc2nc3ncccc3[nH]2)cc1	-0.9	2.3	-2.1	0.1	0	-0.5	-2	4	-1.8	-1	3.5
Cc1ccccc1NC(=O)c1cccc2c1C(=O)N(C1CCCCC1)C2	0.3	1.2	-0.7	-2.2	2	0.7	-4	4	-0.7	0	0.6
COc1cccc(CN(C(=O)c2ccc([N+](=O)[O-])cc2)C2CCS(=O)(=O)C2)c1 (stereo not given)	1.1	1.9	-1.0	0.1	-2	0.1	9	-3	1.2	-3	-2.1
Cc1cc(=O)oc(C)c1C(=O)Nc1ccc2ncccc2c1	0.3	0.1	-0.7	-1.6	-2	0.5	-13	4	2.3	-2	-2.2
Cc1ccccc1SCC(=O)OCC(=O)NCc1ccccc1	0.7	-0.9	-1.0	1.7	-1	2.0	4	-3	-0.4	-1	-0.8
O=C1c2oc3ccccc3c(=O)c2C(c2ccc(O)cc2)N1c1nccs1 (stereo not given)	6.1*	-2.6	-1.2	-0.8	0	-0.2	-8	5	0.5	0	1.8
O=C(NCCN1CCOCC1)c1cccc(Cl)c1	-0.1	2.4	-1.1	0.2	-3	-1.0	3	7	-2.0	-7	1.0
CCOC(=O)C(C)Sc1nnc(NC(=O)c2ccc(C)c([N+](=O)[O-])c2)s1 (stereo not given)	0.1	1.2	-0.7	1.1	-3	-0.1	11	0	-0.6	3	2.1
COc1cc(OC)cc(C(=O)NNC(=S)NC(=O)c2cccnc2)c1	-0.4	-1.2	-1.0	-1.7	-3	-0.3	5	-11	-1.7	-2	0.5
Cc1cc(CN2CCCC(CO)(Cc3cccc(Cl)c3)C2)n[nH]1 (stereo not given)	0.1	-0.3	-0.8	-1.6	-4	0.2	7	-3	-0.8	0	0.7
Cn1nnnc1SCC(=O)NC1CCCC1	0.0	0.6	-1.0	-0.8	0	0.2	3	0	-0.9	-2	-0.9
CCOC(=O)C(C(=O)Cc1ccccc1)c1ccccc1 (stereo not given)	0.7	-0.4	-1.2	-2.0	-1	-0.1	1	0	-0.1	-3	0.9
O=S(=O)(c1cccc(-c2n[nH]c(=S)n2-c2ccccc2Cl)c1)N1CCOCC1	3.3	2.9	-1.1	1.6	1	-0.6	4	-1	0.2	1	1.5
CC(C)(C)c1cc(CCC(=O)N2CCC2)cc(C(C)(C)C)c1O	0.4	-0.6	-1.3	-1.1	0	1.8	-1	1	-1.6	1	-1.8
O=S(=O)(NCCS(=O)(=O)N1CCN(c2ccc(F)cc2)CC1)c1ccc(F)cc1	-0.6	-3.3	-1.8	0.3	-4	-1.2	3	1	-1.2	8	-1.9
Cc1ccc(NC(=O)Cn2nc(C)c3ccccc3c2=O)cc1	1.0	-1.0	-1.0	0.9	1	1.3	0	-4	-1.6	1	-1.1
CC(=O)Nc1ccc2c(c1)n(C)c(=O)n2C	0.7	1.5	-1.6	-0.3	-1	-0.3	-3	-5	-0.5	0	-1.9
CC(CC(=O)Nc1ccc(S(=O)(=O)N2CCOCC2)cc1)c1ccccc1 (stereo not given)	4.0	-1.9	-1.8	1.2	4	0.0	9	1	-1.7	0	-1.0
Cc1cc(C(=O)NNC(=S)NCC(C)C)cs1	-1.2	1.0	-1.4	-2.3	3	1.0	1	1	-2.2	-18	1.4
Cc1cccc(C(=O)OC(C)CN2CCOCC2)c1 (stereo not given)	-0.2	0.1	-1.6	-0.1	2	-0.1	-5	-2	0.5	-6	2.8
O=C(O)c1ccc(COc2ccc3c(c2)CCC3)cc1	-3.7	3.4	-1.5	-0.2	2	1.7	3	8	-0.2	-2	-1.5
C=CCNC(=O)COC(=O)c1nc2nccc(C)n2n1	1.0	0.9	-1.0	-1.5	2	0.2	7	2	-0.5	0	-0.3
S=C(NC1CCCC1)N1CCN(C/C=C/c2ccccc2)CC1	-3.1	-5.3	-2.2	0.3	-1	-1.4	3	1	-4.3	0	0.3
N#Cc1ccccc1OCC(=O)NC1CCCCC1	1.4	6.5	0.4	0.8	4	2.0	1	-2	5.5	0	1.8
NC(=O)c1cc(C(=O)c2ccc(Cl)cc2)c[nH]1	-0.1	4.1	-1.1	-2.9	-1	0.2	-14	2	0.6	0	0.6
CCCCC(=O)Nc1ccc2oc(-c3cccnc3)nc2c1	1.0	1.9	-1.3	-0.2	1	-0.5	-486	2	-0.1	-171	1.9
Cc1ccc(-c2c[n+](Cc3ccc(Cl)c(Cl)c3)c3n2CCC3)cc1	-0.7	-4.7	-2.2	0.1	-6	-2.1	3	-3	-3.7	-1	-2.2
C#CCN(C[C@H]1[C@H](OC(=O)Nc2c(C)noc2C)[C@H](OC(=O)Nc2c(C)noc2C)C[C@@H](C(=O)OC)[C@H]1C(=O)OC)S(=O)(=O)c1ccc(C)cc1	-0.4	-0.1	-1.5	0.5	-3	0.2	-6	2	-1.2	0	-3.3
O=S(=O)(c1ccc2c(c1)OCCO2)N1CCN(Cc2ccccc2)CC1	-0.7	0.2	-1.9	-0.9	-2	-0.7	0	3	-0.4	-1	1.5
O=C(O)C1=NN(c2cc(Cl)c(S(=O)(=O)O)cc2Cl)C(=O)C1	4.1	1.0	-0.8	-1.6	1	0.8	-7	2	0.2	-4	0.3
CCOC(=O)c1c(-c2cccc([N+](=O)[O-])c2)csc1NC(=O)CCCOc1ccccc1	1.0	2.1	-0.5	0.8	-5	0.0	-10	4	-0.5	-5	3.5
CCCCNC(=O)Cc1cc(=O)[nH]c(=O)[nH]1	0.3	0.7	-1.2	-2.1	0	0.2	-5	3	-0.6	-1	0.1

Screening data deposited in PubChem BioAssay by several laboratories.
